TSG101-PTAP inh – qHTS Assay for Iinhibitors of HIV-1 Budding by Blocking the Interaction of PTAP/TSG101; Potency, µM (highest dose often 115 µM), without a hit: top-dose activity change, negative = inhibition, actives largely listed as inhibitors; Fluorescence polarization, FITC-PTAP peptide / Tsg101 binding; Tumor susceptibility gene 101 protein (Homo sapiens), Q99816; 340,000 tested, under 10 active; active = well fitted inhibition curve with a large enough effect in the main read-out, with a control signal flat, not every such curve was filed as active; inconclusive = small, poorly fitted or top-dose-only effect, or effect the other way, or a change in a side signal; inactive = no such curve, though single readings can be large or run the other way; also: potency is read from the fitted curve at half-maximal effect; % of control where 0% means no effect
Target sequence (Q99816 whole entry, looked up): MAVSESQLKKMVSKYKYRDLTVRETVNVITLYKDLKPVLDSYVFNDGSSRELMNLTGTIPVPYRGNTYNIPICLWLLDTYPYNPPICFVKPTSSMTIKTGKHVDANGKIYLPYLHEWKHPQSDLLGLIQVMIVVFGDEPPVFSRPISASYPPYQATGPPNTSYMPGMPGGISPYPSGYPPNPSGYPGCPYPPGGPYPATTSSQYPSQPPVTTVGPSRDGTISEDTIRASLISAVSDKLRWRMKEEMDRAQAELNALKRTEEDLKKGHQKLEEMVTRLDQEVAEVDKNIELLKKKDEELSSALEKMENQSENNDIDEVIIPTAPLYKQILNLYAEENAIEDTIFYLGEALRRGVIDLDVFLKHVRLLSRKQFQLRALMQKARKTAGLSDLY
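FP read-out: FITC-PTAP peptide, 50 nM final, binding Tsg101 binding domain, 10 uM final; 20 min, r.t.; 10 mM HEPES pH 7.5, 0.15 M NaCl, 0.01% Tween 20, 3 mM EDTA, 0.1 mM TCEP.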
TRPV1 ag – HTS Assay for Compounds that Act as Agonists of the Vanilloid Receptor 1; Transient receptor potential cation channel subfamily V member 1 (Homo sapiens), Q8NER1; TRPV1-expressing cells, Fluo-8 calcium influx, agonist mode; activation, % at 8.33 µM; actives 0.19% (n = 320,000); in the data active = activation above about 80%; inconclusive = between about 30% and that limit; also: 0% is about no effect
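Cells expressing TRPV1 were dye-loaded with Fluo-8 and read kinetically: 10 s baseline, 3 min after compound (agonist portion), then 2 min after EC20 capsaicin (allosteric enhancer portion). Calcium-bound dye fluorescence at 480/520 nm.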
p53 reactivation – qHTS assay for re-activators of p53 using a Luc reporter; H1299 p53-A138V BP100-luciferase reporter, luminescence, 24 h; Potency, µM (highest dose often 92.2 µM), inactives show at the top dose activity change, positive = activation, most hits filed as activators; actives 0.063% (n = 320,000); also: potency is read from the fitted curve at half-maximal effect; % of control where 0% means no effect; nearly all actives have a fitted effect of over 45% in size
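p53-null H1299 cells stably carrying temperature-sensitive p53-A138V and a BP100-luciferase reporter were pinned with compounds (4-point, 1:5 series) and held 24 hrs at 37 deg C. Luminescence was read 10 min after detection reagent.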
B2AR arrestin – qHTS assay of beta-arrestin-biased ligands of beta2-adrenergic receptor. Beta-2 adrenergic receptor (Homo sapiens), P07550. beta-arrestin recruitment to beta2AR, cell-based reporter. Potency, µM (series often up to 46.1 µM), for the others: at the highest dose activation, usual class: activators. actives 0.02% (n = 330,000). AID 492947, 2010;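 also: potency is read from the fitted curve at half-maximal effect; 0% = DMSO controls and full agonism = EC100 isoproterenol or metaproterenol; nearly all actives have a fitted effect of over 65% in size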
Target sequence (P07550 whole entry, looked up): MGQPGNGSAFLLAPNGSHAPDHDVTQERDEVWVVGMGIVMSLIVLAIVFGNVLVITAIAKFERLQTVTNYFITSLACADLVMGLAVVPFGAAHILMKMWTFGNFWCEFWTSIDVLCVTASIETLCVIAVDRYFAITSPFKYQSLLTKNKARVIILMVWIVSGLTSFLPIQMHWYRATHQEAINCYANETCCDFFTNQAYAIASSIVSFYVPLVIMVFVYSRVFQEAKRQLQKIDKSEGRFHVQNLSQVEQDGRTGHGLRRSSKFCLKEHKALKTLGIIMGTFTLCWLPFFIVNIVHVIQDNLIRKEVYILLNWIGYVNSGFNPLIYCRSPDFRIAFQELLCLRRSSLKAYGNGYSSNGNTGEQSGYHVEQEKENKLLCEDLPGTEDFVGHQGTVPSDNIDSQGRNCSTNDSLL
BRCA1 expr act – qHTS Assay to Identify Small Molecule Activators of BRCA1 Expression. MCF7-BRCA1-FFLuc reporter, luminescence, 48 h; response scale: scaled: vehicle 0%, 10 µM genistein 100%. Potency, µM (doses to about 46.1 µM), for the others: at the top dose activation, hits mostly activators. actives 1.1% (n = 380,000). AID 624202, 2012; also: potency is read from the fitted curve at half-maximal effect; nearly all actives have a fitted effect of over 80% in size; some results filed as inactive show a strong effect at the top dose
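Using MCF7 cells harboring a BRCA1 firefly luciferase reporter, plated 2 h before compound pinning, the screen measured luminescence after 48 h incubation. Responses were normalized to DMSO and 10 microM genistein, then fitted for concentration-effect.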
MLL CXXC-DNA inh – qHTS Fluorescence Polarization Assay for Inhibitors of MLL CXXC domain - DNA interaction; Histone-lysine N-methyltransferase 2A (Homo sapiens), Q03164; MLL-CXXC / FITC-HOXA9 DNA fluorescence polarization; Potency, µM (titrated, usually from 115 µM), without a hit: top-dose activity change, negative = inhibition, actives largely listed as inhibitors; actives 0.037% (n = 290,000); AID 2662, 2010; active = well fitted inhibition curve with a large enough effect in the polarisation, with a control signal flat, not every such curve was filed as active; inconclusive = small, poorly fitted or top-dose-only effect, or effect the other way, or a change in a side signal; inactive = no such curve, though single readings can be large or run the other way; the % refers to the polarisation; also: potency is read from the fitted curve at half-maximal effect
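Purified MLL-CXXC (added from a 7 uM solution) was preincubated 5 min at ambient with pinned compounds in 50 mM Tris-HCl pH 7.5, 50 mM NaCl, 1 mM DTT, 0.05% BSA. Fluorescein-labeled HOX-A9 DNA (50 nM solution) followed, 30 min, then polarization read.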
TCR activator – Activators of T cell receptors: qHTS campaign | primary human leukocytes, anti-CD3, IL-2 HTRF, 48 h | Potency, µM (doses to about 9.22 µM), for the others: at the highest dose activation of IL-2 secretion, hits mostly activators | 330,000 tested, under 10 active | AID 504894, 2011; also: % of control where 0% means no effect
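TCR engagement came from a-CD3 beads alone, with compounds added to primary human leukocytes for 48 hr. Secreted IL-2 bridged europium cryptate- and d2-labelled anti-IL-2 antibodies, giving FRET emission at 665nm after 320nm excitation.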
ELG1 repair inh – qHTS screen for small molecules that inhibit ELG1-dependent DNA repair in human embryonic kidney (HEK293T) cells expressing luciferase-tagged ELG1. Potency, µM (titrated, usually from 46.1 µM), for inactives: top-dose activity change, negative = inhibition, usual class: inhibitors. HEK293T ELG1-luciferase reporter, luminescence, 16 h; DNA damage induced by 5-fluorouridine. actives 2.3% (n = 330,000); also: potency is read from the fitted curve at half-maximal effect; % is scaled to controls: 0 for no effect and ±100 for the full control effect; nearly all actives have a fitted effect of over 55% in size
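5-Fluorouridine DNA damage + compound/DMSO, 2,000 cells/well, 16 h, 37 °C/5% CO2. ONE-Glo, 30 min RT, luminescence. Readout = decrease in reporter signal.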
AT treatment – qHTS Assay for Identifying a Potential Treatment of Ataxia-Telangiectasia | Potency, µM (titrated, usually from 57.5 µM), inactives show top-dose activation, actives largely listed as activators | actives 0.19% (n = 320,000) | AID 485349, 2010 | […] A-T fibroblasts, KAP-1 phosphorylation AlphaLISA; neocarzinostatin DNA damage 30 min before lysis; also: potency is read from the fitted curve at half-maximal effect; % of control where 0% means no effect; nearly all actives have a fitted effect of over 45% in size
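ATM-like activity read as KAP-1 phosphorylation via AlphaLISA donor/acceptor antibody pairs after lysis and 6 hr at 25C. Cells were ATM-null patient fibroblasts ([…], hTERT), dosed 60 min, then exposed to the DSB inducer NCS for 30 min.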
a7 integrin act – qHTS for Activators of Integrin-Mediated Alleviation for Muscular Dystrophy. alpha7betagal myoblasts, beta-gal FDG fluorescence, 48 h. Potency, µM (top dose mostly 38.3 µM), without a hit: at the highest dose activation, most hits filed as activators. actives 0.064% (n = 350,000);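 also: potency is read from the fitted curve at half-maximal effect; 100% = response of the positive control SU9516; nearly all actives have a fitted effect of over 60% in size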
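alpha7betagal+/- myoblasts (passage 13, 250/well) treated 48 h at 37C with compounds at 1:260 dilution of DMSO stock. Lysed, then beta-galactosidase activity read as FDG fluorescence (ex 480/em 540) after 30 min, with pre-read for autofluorescence.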
Active calls of the source: *; ? = inconclusive; / = no result given; [ ] = dose if it differs, or a comment. Unless noted, calls follow the shape of the dose curve; as a rule, active = well fitted curve in the direction sought with a large enough effect; inconclusive = small, poorly fitted or top-dose-only effect, or another doubt; inactive = no such curve, though single readings can be large; an effect the other way counts as inactive or inconclusive.

compound | TSG101-PTAP inh | TRPV1 ag | p53 reactivation | B2AR arrestin | BRCA1 expr act | MLL CXXC-DNA inh | TCR activator | ELG1 repair inh | AT treatment | a7 integrin act
NS(=O)(=O)c1ccc(NC(=S)NNC(=O)c2cccs2)cc1 | -7% | 2 | 3% | -0.2% | 0% | -4% | -2% | 2% | 0% | 14%
Cc1ccc(-c2nc(-c3ccccn3)no2)cc1Cl | -5% | ? | -13% | 0.4% | -90%[inhibitor] | -7% | 1% | ? | 0% | -9%
CC(C)(C)Nc1nc(Cl)nc(NC2CCCCC2)n1 | 2% | 29 | / | -0.6% | 62% | 7% | / | 0% | -6% | -18%
CSc1nnc(Cc2sc(-c3ccccc3)nc2-c2ccccc2)o1 | -3% | 26 | -4% | 0.1% | -24% | 9% | 4% | ? | 1% | 12%
O=C(c1ccncc1)N(Cc1cc2ccccc2[nH]c1=O)C1CCCCC1 | -6% | 0 | -8% | 0.4% | -58% | -3% | -2% | ? | -2% | -13%
OC1CNc2c(ccc3ccccc23)C1 (stereo unspecified) | -2% | / | / | / | -3% | / | 5% | / | / | 8%
O=[N+]([O-])c1ccc(CN2CCC(Cc3ccccc3)CC2)cc1 | 0% | 0 | / | 0.5% | -1% | 8% | -3% | -12% | -6% | -37%
CSc1ccccc1NC(=O)CN(C)C(C)C(=O)NCc1ccc2c(c1)OCO2 (stereo unspecified) | -5% | / | 2% | -0.4% | 0% | / | 5% | -2% | 7% | -18%
CC(C)CC1NC2(C(=O)N(C)c3ccccc32)C2C(=O)N(C(C)C)C(=O)C12 (stereo unspecified) | -1% | 11 | 14% | 0.1% | -2% | 16% | -5% | 24% | 1% | 16%
COc1ccccc1NC(=O)COc1cccc2c1CCNC2=O | -5% | 4 | -3% | 0.3% | -12% | / | -7% | 22% | 10% | 18%
COc1ccc2nc(/N=C(\N)NC(=O)C(C)(C)C)nc(C)c2c1 | -1% | 8 | ? | 0.2% | 11µM* | 2% | -4% | 20% | -4% | 7%
CCOC(=O)COc1ccc(C(=O)c2ccccc2)c(O)c1 | 1% | -5 | -8% | -0.6% | -3% | 13% | 0% | 5% | 5% | 6%
CS(=O)(=O)N(CC(=O)N1CCOCC1)c1cccc([N+](=O)[O-])c1 | -4% | 2 | 6% | -0.2% | -7% | 0% | -8% | -11% | 0% | 18%
Cn1nc(-c2ccc3c(c2)OCCO3)c2ccccc2c1=O | 1% | 1 | 4% | 0.1% | -36% | -3% | -25% | ? | 4% | 16%
COC(=O)C1(NC(=O)NC2CCCCC2)CCCCC1 | 1% | 0 | -1% | 5.3% | -6% | -8% | 2% | 7% | 3% | 24%
CCOc1ccc(NC(=S)/C(=C(\[O-])c2ccc(C)c([N+](=O)[O-])c2)[n+]2ccccc2)cc1 | -2% | 0 | 7% | 0.0% | -1% | 5% | -1% | 10% | -4% | -6%[1.53 µM]
Cc1ccn2cc(CCNS(=O)(=O)c3ccc4ccccc4c3)nc2c1 | 2% | / | / | / | 3% | / | 1% | / | / | -14%
CCN(CC(=O)Nc1c(F)cccc1F)C(=O)COc1ccc2c(C)cc(=O)oc2c1 | 0% | 1 | -3% | -0.5% | 4% | 5% | 1% | 0% | 2% | -5%
Oc1csc(Cc2nc(-c3ccccc3F)cs2)n1 | 1% | -3 | -1% | -0.1% | ? | 7% | -2% | ? | 9% | ?
CC(C)C(=O)Nc1nnc(SCC(=O)Nc2ccc3c(c2)OCCO3)s1 | -2% | 3 | -2% | 0.1% | 6% | -1% | -6% | -9% | -3% | 11%
Cc1ccc(S(=O)(=O)NCC(C)n2cncn2)cc1 (stereo unspecified) | -2% | -1 | 7% | 0.4% | 5% | 3% | -64% | -8% | 1% | ?
CCc1ccccc1NC(=O)CSc1nnc(Cn2nnc3ccccc32)n1C | -10% | 0 | -6% | 0.2% | 9% | 0% | 8%[46.1 µM] | -6% | -1% | -11%
CC(C)c1ccc(O)c(NC(=S)NC(=O)c2cccnc2)c1 | -2% | -2 | 1% | -0.9% | -13% | -1% | -7% | -5% | -1% | -16%
CCOc1cccc(NC(=O)Cc2cccs2)c1 | -2% | ? | 5% | 0.2% | 24% | 0% | -6% | ? | 10% | -30%
CC(C)CSC1=NSC2=NC(=O)/C(=C\c3coc4ccccc4c3=O)C(=N)N12 | ? | 24 | ? | 0.2% | 23% | ? | 1% | -1% | 6% | -29%
Nc1ccn(C2CC(O)C(CO)O2)c(=O)n1 (stereo unspecified) | 0% | 1 | / | 0.3% | -3% | 1% | -20% | 4% | -10% | /
O=C1C=CN(Cc2ccccc2)C(c2ccccc2)C1 (stereo unspecified) | -2% | / | 1% | -0.1% | 1% | / | -3% | 9% | 3% | 18%
Cc1ccc2c(c1)N(CC(=O)NC1CCCCC1)C(=O)c1cccnc1O2 | -3% | 4 | / | -0.6% | -6% | / | 2% | 18% | -3% | -6%
COc1cc(C(=O)NC(=S)NNC(=O)c2cnccn2)cc(OC)c1OC | -2% | -1 | 21% | -0.7% | -78% | 9% | 1%[46.1 µM] | ? | -10% | -7%
CCOc1c2ccc(C(=O)NCc3ccccc3OC)cc2nn1CC | -11% | 2 | 6% | 0.0% | 5% | -1% | 1% | 4% | 2% | 20%
COC(=O)c1ccccc1NC(=O)CN1CCC(n2nnc3cc(C(F)(F)F)ccc32)CC1 | -1% | 2 | 7% | -0.1% | -56% | -5% | -3% | ? | 0% | 9%
O=C(O)c1cccc(S(=O)(=O)N2CCCC(c3nc4c(nnn4Cc4ccccc4Cl)c(=O)[nH]3)C2)c1 (stereo unspecified) | 0% | -4 | 0% | -0.3% | -10% | 3% | 4% | 1% | -1% | 11%
COc1ccc(C2CC(c3ccc(C)cc3)=NN2C(=O)CCC(=O)O)cc1OC (stereo unspecified) | / | -3 | 2% | -0.4% | / | -5% | / | -2% | 2% | /
O=C(Nc1cc(C(F)(F)F)ccc1Cl)C(Sc1ccccn1)c1ccccc1 (stereo unspecified) | -1% | 28 | -1% | 0.1% | -18% | 6% | -18% | -16% | ? | -19%
COC(=O)/C=C/CC(C)OS(N)(=O)=O (stereo unspecified) | -3% | 3 | 13% | -0.9% | 9% | 1% | -12% | 1% | -6% | 10%
CCCn1c(SCC(=O)Nc2ccc3c(c2)CCC3)n[nH]c1=O | 1% | ? | -3% | -1.7% | -21% | -3% | 1%[46.1 µM] | 6% | 2% | 10%
O=C(/C=C/c1ccccc1)NNC(=O)c1ccco1 | 0% | 0 | 11% | 0.1% | 16% | 9% | 7% | -4% | -1% | ?
OC(COC(c1ccc(F)cc1)c1ccc(F)cc1)CN1CCCC(C(F)(F)F)C1 (stereo unspecified) | -4% | 2 | 6% | -0.2% | -1% | ? | 2% | 3% | 2% | -7%
CSc1cccc(NC(=O)COc2ccccc2)c1 | -1% | ? | 19% | -1.1% | 2% | -7% | 2% | ? | 5% | -52%[inhibitor]
CCOC(=O)Cc1csc(SCC(=O)NC2CCCCC2)n1 | -1% | -1 | 0% | -0.7% | -17% | 14% | 7%[46.1 µM] | -4% | -5% | 14%
O=C(Nc1nc(-c2cc3ccccc3o2)cs1)c1ccc(S(=O)(=O)N2CCCC2)cc1 | -6% | -1 | 2% | -0.7% | -20% | -4% | 1%[46.1 µM] | ? | 3% | -45%[inhibitor]
CC(=O)Nc1ccc(S(=O)(=O)NCC2CCC(C(=O)NCCC(C)C)CC2)cc1 (stereo unspecified) | 1% | -1 | -4% | -0.5% | 2% | -9% | -6% | -18% | 2% | 15%
O=c1cc(CSc2ccccc2)[nH]c(=S)[nH]1 | 0% | 0 | 3% | -0.5% | -1% | 9% | 0% | -1% | 3% | -8%
Cc1cnc(SCc2ccc(Cl)cc2Cl)[nH]c1=O | -2% | -2 | 5% | 0.9% | 59% | -2% | -3% | 7% | -4% | 5%
COc1ccc(Cl)cc1NC(=O)C1Cc2ccccc2CN1S(C)(=O)=O (stereo unspecified) | -1% | 5 | -7% | -0.2% | -9% | -7% | -5% | 4% | 4% | 14%
COc1ccc(/C=C/C(=O)c2ccc(NS(=O)(=O)c3ccc(C)cc3)cc2)cc1O | 0% | 1 | -3% | -0.9% | -45% | 4% | 0% | ? | 12% | -48%[inhibitor]

Screening data from PubChem.

Random draw from the library, and some 3.8% of all compounds hit somewhere here.
